# Wee1 stabilizer: human Wee1 degradation inhibition, primary screen | P30291 | HeLa Luc-Wee1K328M stability, luciferase luminescence; 100% = proteasome inhibitor MG132 effect | reporter increase, % at 5 µM | 1.2% of 220,000 active | AID 1321;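 active = activation above the mean of all tested compounds plus 3 SD, set per screening run, cut at about 8.8% in these data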;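 also: cells exposed to compound for 20 h before luminescence read; 0% = DMSO alone and 100% = MG132 at 30 µM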
# Target sequence (P30291 whole entry K328M): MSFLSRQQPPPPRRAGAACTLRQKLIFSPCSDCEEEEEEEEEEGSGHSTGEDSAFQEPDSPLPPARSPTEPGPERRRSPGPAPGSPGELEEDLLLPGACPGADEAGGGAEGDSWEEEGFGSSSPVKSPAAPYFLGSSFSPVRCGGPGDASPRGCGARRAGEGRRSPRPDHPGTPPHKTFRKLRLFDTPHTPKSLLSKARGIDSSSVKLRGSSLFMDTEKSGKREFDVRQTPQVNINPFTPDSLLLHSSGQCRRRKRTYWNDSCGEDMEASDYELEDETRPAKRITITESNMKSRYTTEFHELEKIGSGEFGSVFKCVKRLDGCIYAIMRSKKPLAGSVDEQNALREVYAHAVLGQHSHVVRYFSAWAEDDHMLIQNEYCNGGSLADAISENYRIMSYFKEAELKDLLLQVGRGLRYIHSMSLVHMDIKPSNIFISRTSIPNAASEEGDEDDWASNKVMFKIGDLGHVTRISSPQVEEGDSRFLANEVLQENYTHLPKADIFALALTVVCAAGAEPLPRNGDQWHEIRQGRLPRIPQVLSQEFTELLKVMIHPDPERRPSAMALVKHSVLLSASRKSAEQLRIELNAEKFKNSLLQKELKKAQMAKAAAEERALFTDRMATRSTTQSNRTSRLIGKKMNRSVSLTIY
# RBBP9 inh: blocks human serine hydrolase RBBP9; recombinant RBBP9, FP-Rh probe fluorescence polarization; 0.2% of 220,000 active; inhibition, % at 7.94 µM; O75884;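 active = inhibition above the campaign mean of all tested compounds plus 3 SD, cut at about 14% in these data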;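 also: plate controls were DMSO wells with RBBP9 for no effect and wells lacking RBBP9 protein for full effect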
# Target sequence (O75884 whole entry, looked up): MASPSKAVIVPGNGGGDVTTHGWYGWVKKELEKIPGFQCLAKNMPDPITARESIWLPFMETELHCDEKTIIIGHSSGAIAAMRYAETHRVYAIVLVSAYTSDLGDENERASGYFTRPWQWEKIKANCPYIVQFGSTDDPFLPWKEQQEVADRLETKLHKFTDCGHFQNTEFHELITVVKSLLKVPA
#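 System: RBBP9 protein | Quantity: 2.5 µM RBBP9 dispensing solution, before mixing | Reagent: FP-Rh probe, 375 nM dispensing solution | Timing: Enzyme-compound preincubation 30 min, then probe labeling 45 min, 25 °C | Measured by: Fluorescence polarization | Read-out: % inhibition | Replication: One well per compound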
# TRPML3 ag: agonists of human TRPML3 channel; Q8TDD5; HEK293 TRPML3-YFP, Fluo-8 calcium fluorescence; 100% = the carbachol control signal; activation, % at 3 µM; 0.29% of 220,000 active; AID 1448;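 active = activation above its plate's cutoff, the mean activation of the plate's test wells plus 3 SD, cut at about 12% in these data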;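 also: 0% = DMSO only wells and 100% = carbachol wells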
#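 system = HEK293 cells stably carrying human TRPML3-YFP | doses = one concentration, 3 µM nominal, 0.3% DMSO | timing = dye loading 1 h 37 °C then 30 min ambient, 125 s read | detection = Fluo-8 calcium dye fluorescence, ex 470-495, em 515-575 nm | benchmarks = high control carbachol 87 µM, low control DMSO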
# Ba/F3 V617F tox: reduce viability of Ba/F3 cells dependent on JAK2V617F; Ba/F3 EpoR-JAK2V617F viability, ATP luminescence; inhibition, % at 5.6 µM; AID 1446; 1.1% of 220,000 active;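 active = inhibition above the campaign mean plus 3 SD over all tested compounds, cut at about 24% in these data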;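 also: cytokine-independent growth of Ba/F3 cells driven by EpoR plus mutant JAK2; 0% = DMSO-treated cells and 100% = JAK inhibitor I control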
# TNF death inh: blocks TNF-alpha induced death of Jurkat FADD-/- cells. AID 463075. activation (protection from cell death), % at 10 µM. 0.068% of 220,000 active. Jurkat FADD-/- TNF necroptosis rescue, ATP luminescence, 24 h; 0 = TNF only, 100 = no-TNF cells;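 active = activation, meaning protection from cell death, of at least 50% relative to plate controls; inactive = activation below 50%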;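 also: necroptosis triggered by 40 ng/mL TNF-alpha added together with compound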
# CHOP inh: CHOP inhibition in unfolded protein response; 3.8% of 220,000 active; inhibition, % at 10 µM; CHO-K1 CHOP-promoter luciferase, tunicamycin-induced, 15-18 h;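 active = compounds that reduced the stress-induced luciferase reporter signal by more than about 70% of percent inhibition, limit read from the data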;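 also: 0% = tunicamycin plus vehicle and 100% = wells without tunicamycin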
# BaF3 tox: reduces parental Ba/F3 cell viability, JAK2V617F counter-screen; 1.1% of 220,000 active; AID 1486; CellTiter-Glo ATP luminescence; inhibition, % at 5.6 µM;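 active = inhibition above a per-campaign cutoff, the mean inhibition of all tested compounds plus 3 SD, cut at about 27% in these data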;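 also: 0% = DMSO wells and 100% = JAK Inhibitor I control wells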
# PPC-1+TRAIL kill: PPC-1 cancer cell killing with TRAIL present; cell killing (% activity), % at 4 µM; PPC-1 cells + TRAIL, ATPLite viability luminescence; 0.41% of 220,000 active;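 active = cell killing above 50% in the first pass at 4 µM, then a duplicate retest at 5 µM averaging 50% or more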;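 also: plate controls were cells with TRAIL plus DMSO for no effect and medium-only wells lacking cells for full effect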
# zfTRPN1 agonist: zebrafish TRPN1 (NompC) channel agonism; activation, % at 3 µM; AID 1424; 0.18% of 220,000 active; HEK293 zebrafish TRPN1-YFP, Fluo-8 calcium fluorescence; 100% = response to 87 µM carbachol;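 active = activation above its plate's cutoff, the mean activation of test wells on that plate plus 3 SD, cut at about 19% in these data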;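 also: 0% = DMSO alone and 100% = 87 µM carbachol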
#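 Control set: carbachol 87 µM as high control, DMSO as low control; system: HEK293 stable line with zebrafish TRPN1-YFP; read-out: % activation versus carbachol response; detection: intracellular calcium fluorescence with Fluo-8; doses: single test compound dose, 3 µM nominal, 0.3% DMSO; schedule: dye 1 h 37 °C plus 30 min RT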
# An asterisk follows results filed as active; . = not tested or not shown.
No.	smiles	Wee1 stabilizer	RBBP9 inh	TRPML3 ag	Ba/F3 V617F tox	TNF death inh	CHOP inh	BaF3 tox	PPC-1+TRAIL kill	zfTRPN1 agonist
1	CN(C)C(=O)CSc1cnc2ccccc2n1	-1.6	0.7	0.2	1.6	0.9	15.0	1.3	16.2	-0.8
2	Nn1c(SCC(=O)NCc2ccccc2)nncc1=O	-3.4	2.5	1.3	-0.3	2.1	4.8	9.3	14.4	0.9
3	Cc1ccc(-n2nc(C)c3c2OC(N)=C(C#N)C3c2cccs2)cc1 (configuration not stated)	-0.7	-5.7	0.3	3.0	-1.2	63.7	2.9	29.5	0.4
4	Cc1c(C#N)c(O)n(C)c(=O)c1N=Nc1ccc(S(N)(=O)=O)cc1	-0.6	1.0	-0.9	8.6	-4.1	-8.2	9.3	.	0.3
5	COc1ccc(OC)c(-c2cc(C(=O)N3CCN(c4ccccc4)CC3)no2)c1	-1.2	-7.7	-0.7	-4.1	-0.6	25.2	2.0	1.9	-0.1
6	Cc1cc(Cl)ccc1OC(C)C(=O)NCCCn1ccnc1 (configuration not stated)	0.3	-5.2	0.7	0.1	0.8	-15.2	7.5	19.1	-0.7
7	CCCc1nc2c(nnn2Cc2ccccc2F)c(=O)[nH]1	1.4	8.3	0.0	0.7	-0.7	38.3	4.4	15.6	-1.0
8	O=C(Nc1ccccc1N1CCCCC1)c1cccc(F)c1	0.8	-7.9	0.2	-1.6	-2.0	76.0*	-0.6	31.2	1.0
9	CC(=O)NC(=S)Nc1sc2c(c1C#N)CCCCC2	4.5	-8.4	0.3	-2.6	-0.7	3.4	4.6	24.7	1.8
10	CC(C)c1ccc(Nc2nc(CC(=O)O)cs2)cc1	1.6	-4.2	0.4	-2.1	1.7	45.8	5.7	-2.1	0.0
11	CC(=O)N(C)c1ccc(NC(=S)NCC(C)C)cc1	5.7	0.4	0.9	2.7	-0.5	-0.9	1.9	15.2	1.1
12	COCCCN(CC(=O)Nc1ccc(N2CCOCC2)cc1)S(=O)(=O)c1ccc(C)cc1	-1.3	0.3	1.5	3.1	1.7	-0.5	2.8	4.1	0.8
13	O=C(CNc1ccc2ccccc2c1)N/N=C/c1ccc(OC(=O)/C=C/c2ccco2)cc1	1.1	-8.0	0.3	0.7	-11.3	23.9	2.9	3.7	0.1
14	O=c1c(Br)c(NCc2ccccc2)cnn1-c1ccc(F)cc1	3.9	-10.3	-0.1	-1.8	-0.4	-3.7	0.9	-7.8	-1.0
15	Cc1cc(NC(=O)CSc2nc3ccccc3c(=O)n2Cc2ccc(F)cc2)no1	2.4	-10.6	-0.4	-2.2	-0.3	77.7*	3.2	13.1	-0.4
16	N#Cc1ccc(-c2csc(NC3=NCCCCC3)n2)cc1	14.9*	1.1	-0.1	-2.6	2.6	-0.1	0.0	0.5	-1.2
17	COc1ccc(C(=O)CSc2nnc(-c3ccccc3)o2)cc1	1.5	-1.0	1.0	-3.2	-0.4	-10.0	5.0	18.3	-0.1
18	O=C(COC(=O)C1CC(O)CN1S(=O)(=O)c1ccc(Cl)cc1)c1cccc(Cl)c1 (configuration not stated)	0.5	-9.0	0.0	-0.1	1.1	9.4	2.7	4.7	0.3
19	CCOCCCNc1ccc(N2C(=O)C3CCCCC3C2=O)cc1[N+](=O)[O-] (configuration not stated)	2.8	-5.3	0.5	0.1	1.1	49.0	1.6	11.6	0.3
20	O=C(O)c1ccc(N2C(=O)c3cccc(Oc4ccc(Cl)cc4)c3C2=O)cc1	3.4	7.5	-0.1	-1.1	1.4	11.6	1.6	13.5	-0.6
21	CC(=O)N/C(=C\c1cccs1)C(=O)O	-2.8	-7.0	0.3	-3.0	0.9	-1.9	4.3	-3.1	0.7
22	Cc1cc(C)cc(Oc2ncnc3c2ncn3Cc2c(Cl)cccc2Cl)c1	-2.1	6.9	-0.3	-3.4	3.4	68.2	-0.7	-8.0	-0.1
23	O=C(/C=C/c1ccccc1[N+](=O)[O-])Nc1cccnc1	4.1	-0.1	0.6	1.2	-0.8	-2.7	7.8	3.6	0.8
24	O=C(c1cc(-c2ccc(O)cc2)on1)N1CCc2ccccc2C1	0.2	-7.5	-0.3	-0.8	-2.3	.	4.2	17.6	0.5
25	Cc1ccc(-c2nn(C)c(=O)c3ccccc23)cc1CNC(=O)/C=C/c1ccccc1	-0.3	-7.3	-1.3	-0.6	0.1	24.0	3.0	24.2	-1.3
26	CCN1C(=O)CC(NNC(=O)c2ccccc2)C1=O (configuration not stated)	1.5	1.9	0.9	3.3	0.5	15.7	-4.8	-24.3	1.9
27	Cc1ccc(NC(=O)CC(N)=S)cc1	-0.2	-12.9	0.0	-2.8	3.4	-1.6	1.3	-15.2	-0.9
28	COc1ccccc1-n1c(=O)c2c3c(sc2n2c(=S)[nH]nc12)CCC3	4.4	-4.1	0.2	-3.5	1.3	-0.5	1.8	1.8	-0.9
29	COc1ccc(OCC(=O)Nc2nnc(C)s2)cc1	0.9	-0.6	1.2	0.9	0.1	3.6	-1.3	-12.4	-0.2
30	Cn1c2c(c(=O)[nH]c1=O)C(c1ccc(O)cc1)C1=C(N2)c2ccccc2C1=O (configuration not stated)	3.8	-0.7	-0.4	4.6	-5.3	23.1	7.6	20.9	-1.5

# Record cards, from the list above.
# COc1ccc(OC)c(-c2cc(C(=O)N3CCN(c4ccccc4)CC3)no2)c1 as listed: Wee1 stabilizer = -1.2; RBBP9 inh = -7.7; TRPML3 ag = -0.7; Ba/F3 V617F tox = -4.1; TNF death inh = -0.6; CHOP inh = 25.2; BaF3 tox = 2.0; PPC-1+TRAIL kill = 1.9; zfTRPN1 agonist = -0.1
# O=C(CNc1ccc2ccccc2c1)N/N=C/c1ccc(OC(=O)/C=C/c2ccco2)cc1 as listed: Wee1 stabilizer = 1.1; RBBP9 inh = -8.0; TRPML3 ag = 0.3; Ba/F3 V617F tox = 0.7; TNF death inh = -11.3; CHOP inh = 23.9; BaF3 tox = 2.9; PPC-1+TRAIL kill = 3.7; zfTRPN1 agonist = 0.1

# Continued:
No.	smiles	Wee1 stabilizer	RBBP9 inh	TRPML3 ag	Ba/F3 V617F tox	TNF death inh	CHOP inh	BaF3 tox	PPC-1+TRAIL kill	zfTRPN1 agonist
31	Cc1cccc(NC(=O)c2cc([N+](=O)[O-])ccc2NC2CCCCC2)c1	1.1	-0.1	0.0	2.9	3.2	72.9*	3.9	14.9	-0.2
32	CCc1nnc(NC(=O)CSc2nnc(-c3ccccc3NC(=O)c3ccccc3)o2)s1	2.1	-6.3	1.0	-2.9	-1.0	-53.2	3.7	21.4	2.5
33	COC(=O)c1ccc(OCc2nc(N)nc(N3CCOCC3)n2)cc1	-1.1	-10.8	1.0	3.2	0.7	10.8	3.6	-13.3	1.7
34	CCOc1ccc2nc(NCCCNS(=O)(=O)c3ccccc3)c(C#N)cc2c1	6.6	-8.2	0.9	-1.6	-14.1	35.3	0.7	20.1	-1.4
35	C1CC1Cc1noc(CN2CCN(CC3CC3)CC2)n1	-1.2	1.4	0.6	-4.3	0.9	32.7	0.2	15.9	1.0
36	N#CCCN/N=C(\Cc1nc2ccccc2[nH]1)c1ccccc1	-1.2	2.3	0.3	-1.9	0.9	-4.0	3.8	-3.3	-0.1
37	Cc1ccc(NCc2nnc(SCC(=O)c3ccccc3)n2Cc2ccco2)c(C)c1	0.6	-7.0	0.2	-4.0	-1.5	-1.2	3.7	17.9	-1.1
38	O=C(COC(=O)c1ccc(Cl)nc1)Nc1cc(S(=O)(=O)N2CCCCC2)ccc1Cl	-3.4	0.3	1.1	-0.2	-0.5	4.2	4.7	21.5	3.0
39	CCN(CC)CCn1c(NC(=O)c2ccc(Cl)cc2)nc2ccccc21	-0.8	-4.6	0.5	-1.9	0.7	33.3	0.7	-22.5	0.5
40	Cc1cc(Nc2ccc(C)c(Cl)c2)nc(N2CCOCC2)n1	-4.4	-8.1	-0.4	-2.0	3.5	19.9	-1.9	-1.6	-0.3
41	Cc1cc(C)nc(SCCc2ccncc2)n1	-0.6	-4.7	0.4	-3.8	1.0	21.9	0.9	5.0	0.1
42	COc1ccc(NC(=O)Nc2ccc3nc(C)c(C)nc3c2)cc1	0.9	0.1	0.5	-2.5	2.4	-4.8	1.2	-1.7	0.5
43	CCc1nnc(NC(=O)c2ccc(S(=O)(=O)N(C)c3ccccc3)cc2)o1	-0.8	5.3	0.2	-3.9	-1.1	36.2	1.0	1.2	0.2
44	Cc1cc2nc3c(=O)n(C4CCCCC4)c(=O)[nH]c3nc2cc1N	-1.0	-2.2	4.8	-0.8	0.4	-24.9	-1.0	1.8	10.2
45	CC(=O)c1ccc(CCCC(=O)O)cc1	-3.4	1.0	0.9	-1.0	-0.2	35.2	2.5	-2.9	0.2
46	COc1ccc(-c2cc(C(F)(F)F)c3c(=O)n(-c4ccccc4)[nH]c3n2)cc1	1.4	-3.6	-0.2	-0.3	-0.4	3.4	-1.5	18.6	-0.6
47	Cc1cccc(C)c1Nc1nnc(SCc2nc3ccccc3c(=O)[nH]2)s1	-1.2	-7.0	0.2	-1.6	1.1	26.7	3.0	18.9	-0.5
48	COc1cccc(CNc2nc3ccc(C)cc3n3cnnc23)c1	1.2	-5.5	0.5	-0.7	0.9	32.4	-3.1	-3.6	1.1
49	Cc1ccc(S(=O)(=O)N2CCCC2C(=O)OCC(=O)Nc2ccc3c(c2)OCO3)cc1 (configuration not stated)	-1.5	0.6	-0.2	5.5	-3.7	36.2	7.0	-5.2	0.0
50	COc1ccc(-c2cc(CNC(=O)CN(C)Cc3ccccc3)on2)cc1	-1.1	-1.2	-0.6	-1.1	-1.5	26.5	3.3	4.4	0.1
51	O=[N+]([O-])c1ccc(CN2CCCCCC2)s1	-3.5	0.1	0.6	3.4	1.3	-10.1	6.5	15.1	1.1
52	CC(C)(C)OC(=O)N1CC2Cc3[nH]c(=O)ccc3C(C2)C1 (configuration not stated)	-2.7	0.8	1.6	-1.8	-1.0	29.4	3.1	19.2	2.1
53	CC1C(=O)NN=C1C(=O)N/N=C/c1ccco1 (configuration not stated)	-1.9	-5.3	0.1	4.5	-2.1	1.4	4.3	-1.1	1.0
54	COc1ccc(NC(=O)c2cccs2)cc1O	-2.1	-4.0	0.4	-1.7	-0.6	-2.5	3.8	-1.7	-0.6
55	COc1ccc(C(=O)Nc2ccc(Cl)cn2)cc1Cl	-0.6	-3.4	-0.8	-0.3	4.0	-20.7	2.4	13.9	-1.9
56	Cc1ccc(NC(=O)CSCC(=O)NC2CCCCC2)cc1	0.3	-7.0	0.0	2.2	1.6	11.7	5.0	8.5	-0.1

# High-throughput results deposited in PubChem by several laboratories.

# Outcome played no part in choosing rows; 6.8% or so of the library scored in one or more.
